Compound activity (PubChem BioAssay)
FUS yeast rescue: qHTS for Suppressors of FUS Proteinopathy: Primary screen using FUS-linked yeast assay; S. cerevisiae FUS-expressing, growth rescue, OD600, 24 h; Potency, µM (highest dose often 76.6 µM), for inactives: top-dose growth rescue (activation), actives largely listed as activators; hit rate 0.24% among 390,000; AID 1347120, 2019;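 note: plate controls were DMSO vehicle for no effect and reference control for full effect; nearly all actives have a fitted effect of over 55% in size; some results filed as inactive show a strong effect at the top dose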
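S. cerevisiae expressing FUS from galactose induction served as the toxicity model. Growth after 24hr at 30C, read as absorbance at 600 nm, indicates suppression of toxicity; compounds dosed at several concentrations.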
EPAC2 antag: qHTS for Antagonist of cAMP-regulated guanine nucleotide exchange factor 2 (EPAC2): primary screen; Rap guanine nucleotide exchange factor 4 (Homo sapiens), Q8WZA2; EPAC2 GEF exchange of Rap1B-BODIPY-GDP, fluorescence; Potency, µM (top dose mostly 114 µM), for the others: at the highest dose activity, negative = inhibition, hits mostly inhibitors; hit rate 0.18% among 360,000; AID 720708, 2013; note: % is set by controls: 0 for no effect and ±100 for the full control effect; nearly all actives have a fitted effect of over 45% in size; many of its hits are not listed in these tables
TDP-43 yeast inh: qHTS of TDP-43 Inhibitors | hit rate 1.8% among 410,000 | TDP-43 expressing yeast growth rescue, BacTiter-Glo, 24 h | AID 652104, 2013 | Potency, µM (titrated, usually from 46.1 µM), for the others: at the highest dose growth rescue (activation), actives largely listed as activators; note: % of control where 0% means no effect; nearly all actives have a fitted effect of over 50% in size
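Cell-based yeast growth screen: TDP-43 expression induced in galactose, inoculum OD600=0.02 after raffinose pregrowth to mid-log. Read-out BacTiter-Glo luminescence at 24 hr, 30 deg C; inhibition of toxicity seen as signal increase.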
EPAC1 antag: qHTS for Antagonist of cAMP-regulated guanine nucleotide exchange factor 3 (EPAC1): primary screen; Rap guanine nucleotide exchange factor 3 (Homo sapiens), O95398; EPAC1 GEF assay, Rap1b-BODIPY-GDP exchange fluorescence; Potency, µM (titrated, usually from 115 µM), inactives show at the highest dose activity change, negative = inhibition, actives largely listed as inhibitors; hit rate 0.14% among 360,000;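 note: plate controls were vehicle for no effect and positive control for full effect; nearly all actives have a fitted effect of over 50% in size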
Target sequence (O95398 whole entry, looked up): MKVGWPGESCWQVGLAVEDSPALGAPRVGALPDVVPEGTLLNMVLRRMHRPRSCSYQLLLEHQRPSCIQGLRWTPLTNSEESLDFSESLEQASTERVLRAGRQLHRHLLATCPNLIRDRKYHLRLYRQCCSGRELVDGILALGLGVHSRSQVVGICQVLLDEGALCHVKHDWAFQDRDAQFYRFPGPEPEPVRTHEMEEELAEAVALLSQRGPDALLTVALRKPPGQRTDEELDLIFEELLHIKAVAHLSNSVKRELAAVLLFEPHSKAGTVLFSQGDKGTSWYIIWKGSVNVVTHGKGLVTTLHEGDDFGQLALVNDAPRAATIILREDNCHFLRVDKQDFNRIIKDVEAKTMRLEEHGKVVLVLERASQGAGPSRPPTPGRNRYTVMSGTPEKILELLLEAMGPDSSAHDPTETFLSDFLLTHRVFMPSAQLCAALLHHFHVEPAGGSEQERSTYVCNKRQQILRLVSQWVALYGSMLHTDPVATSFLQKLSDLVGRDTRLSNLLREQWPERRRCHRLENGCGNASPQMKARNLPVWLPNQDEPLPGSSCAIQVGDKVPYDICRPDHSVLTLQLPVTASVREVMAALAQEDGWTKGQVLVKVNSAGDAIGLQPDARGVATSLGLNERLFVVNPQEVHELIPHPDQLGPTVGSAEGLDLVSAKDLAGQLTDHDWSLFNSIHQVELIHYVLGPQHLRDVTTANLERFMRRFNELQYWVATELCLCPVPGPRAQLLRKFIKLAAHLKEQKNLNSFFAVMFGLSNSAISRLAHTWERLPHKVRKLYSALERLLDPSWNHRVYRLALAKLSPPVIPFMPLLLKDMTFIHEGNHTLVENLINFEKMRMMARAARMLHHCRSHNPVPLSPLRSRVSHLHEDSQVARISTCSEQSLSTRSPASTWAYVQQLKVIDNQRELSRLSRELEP
EPAC2 ag: qHTS for Agonist of cAMP-regulated guanine nucleotide exchange factor 4 (EPAC2): primary screen; Rap guanine nucleotide exchange factor 4 (Homo sapiens), Q8WZA2; EPAC2 activation, biochemical qHTS; response scale: 100% = 6.5 mM cAMP response; Potency, µM (series often up to 154 µM), for inactives: top-dose activation, usual class: activators; hit rate 0.079% among 360,000; AID 720711, 2013; note: nearly all actives have a fitted effect of over 50% in size
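Nucleotide exchange monitored as fluorescence drop when BODIPY-GDP leaves Rap1B. Reaction: 100 nM EPAC2, 250 nM RAP1B-BODIPY-GDP, 50 uM GDP, room temperature, kinetic read over 30 min. Activity expressed relative to 6.5 mM cAMP.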
aSyn rescue: qHTS of alpha-syn Inhibitors; hit rate 0.14% among 370,000; AID 652106, 2013; Potency, µM (series often up to 46.1 µM), without a hit: top-dose growth rescue (activation), usual class: activators; Yeast expressing alpha-synuclein, growth rescue, BacTiter-Glo, 24 h; note: % of control where 0% means no effect; nearly all actives have a fitted effect of over 65% in size
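Readout is rescue of growth in alpha-synuclein-expressing yeast, so inhibitors of toxicity appear as activators. Growth after 24 hr at 30 deg C in galactose medium is quantified by luminescence.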
EPAC1 ag: qHTS for Agonist of cAMP-regulated guanine nucleotide exchange factor 3 (EPAC1): primary screen; EPAC1 agonist qHTS, biochemical assay; response scale: 100% = response to 6.5 mM cAMP; Potency, µM (titrated, usually from 154 µM), for inactives: top-dose activation, actives largely listed as activators; hit rate 0.073% among 360,000; AID 720707, 2013; note: nearly all actives have a fitted effect of over 60% in size
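Nucleotide exchange assay: 100 nM EPAC1 with 250 nM Rap1B loaded with BODIPY-GDP and 50 uM GDP, room temperature. Fluorescence (480/540 nm) read every 5 min for 30 min; signal change normalized to 6.5 mM cAMP as full agonist.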
PTHR1 agonist: qHTS for PTHR1 Agonists: Primary Screen; Parathyroid hormone/parathyroid hormone-related peptide receptor (Homo sapiens), Q03431; HEK293 GP2 PTHR1 cells, GloSensor cAMP luminescence, 1 h; Potency, µM (top dose mostly 115 µM), for the others: at the top dose activation, actives largely listed as activators; hit rate 0.075% among 410,000; AID 743266, 2014; note: nearly all actives have a fitted effect of over 55% in size; some results filed as inactive show a strong effect at the top dose; inactives centre near -15; many of its hits are not listed in these tables
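HEK-293-derived GP2 cells expressing PTHR1 and a GloSensor cAMP reporter, 3,000/well, plated overnight, given luciferin plus IBMX (each 0.5 mM as added) for 1 h at 37 °C, then compound for 1 h at 37 °C. Luminescence was read after 15 min at room temperature.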
The depositor's hits bear a star; i = inactive; ? = inconclusive; · = no result given; & = joins results of further samples; [ ] = dose if it differs, or a comment. Calls come from the whole dose curve; as a rule, active = well fitted curve in the direction sought with a large enough effect; inconclusive = small, poorly fitted or top-dose-only effect, or another doubt; inactive = no such curve, though single readings can be large; an effect the other way counts as inactive or inconclusive. Potency is the fitted concentration of half-maximal effect.

no. | Compound | EPAC1 antag | EPAC2 antag | TDP-43 yeast inh | aSyn rescue | EPAC1 ag | FUS yeast rescue | PTHR1 agonist | EPAC2 ag
1 | O=C(c1ccc2c(c1)OCO2)N1CCCN(C(=O)c2ccc3c(c2)OCO3)CC1 | -20% | 6% | 6% | -1% | -1% | 11% | 0%[57.5 µM] | 1%
2 | Cc1oc(-c2ccc(-c3ccccc3)cc2)nc1CN(C)C1CCOC1 (stereo not drawn) | 6% | 4% | 14% | 4% | 12% | 9% | -30%[inhibitor] | 10%
3 | CC(=O)Nc1ccc(S(=O)(=O)N=S(C)C)cc1 | 3% | -1% | -5% | 0% | 10% | -19% | 6%[57.5 µM] | 13%
4 | O=c1onc(-c2c(F)cccc2F)n1-c1ccccc1Cl | 5% | 1% | 6% | -1% | 2% | 0% | i | -5%
5 | Cc1ccc(CNC(=S)NCc2ccncc2)cc1 | 6% | 7% | 21% | -5% | -9% | -4% | i | -5%
6 | N=C(c1ccc([N+](=O)[O-])cc1)N1CCCCCC1 | -1% | 9% | -8%[0.397 µM] | 5% | 2% | -4% | i | 5%
7 | O=c1ccc(Cl)n[nH]1 | 19% | 6% | -11% | -1% | 3% | 1% | i | 2%
8 | CC(Nc1nc(-c2ccccc2O)nc2ccccc12)c1ccccc1 (stereo not drawn) | ? | -12% | 3% | -17% | 7% | 14% | -7% | 17%
9 | Cc1noc(NS(=O)(=O)c2ccc(NC(=O)CC(C)C)cc2)c1C | 11% | 7% | -27% | 0% | 9% | 20% | i | 12%
10 | O=c1[nH][nH]c2ccccc2c1=O | 23% | 3% | -6% | -1% | 7% | 2% | i | 5%
11 | COc1cccc(N2CCN(C(=S)Nc3ccccc3OC)CC2)c1 | -5% | 9% | 0% | 1% | 3% | 6% | -2% | -2%
12 | COc1ccccc1Nc1ncc(C(=O)N2CCC(C(N)=O)CC2)c2ccccc12 | -16% | ? | 2% | 1% | 1% | -11% | i | 6%
13 | CCCN(C(=O)COC(=O)CCC(=O)c1ccccc1)c1c(N)n(Cc2ccccc2)c(=O)[nH]c1=O | 3% | 14% | -2% | 0% | 5% | 6% | -17% | -2%
14 | Cc1cccc(C)c1OCc1cc(C(=O)N2CCC[C@H]2C(N)=O)no1 | -14% | -4% | 13% | 0% | 3% | · | -23% | -4%
15 | Cn1nnnc1SCC1=C(C(=O)O)N2C(=O)[C@@H](NC(=O)[C@H](O)c3ccccc3)[C@H]2SC1 | -27% | 39%[activator] | 18% | 6% | -4% | 34% | 21% | 5%
16 | COc1ccc(/C=C2\SC(=S)N(CC(=O)OCC(=O)Nc3ccc(C)cc3Cl)C2=O)cc1 | ? | -13% | · | -3% | 8% | 42% | i | 10%
17 | COc1ccc(COC(=O)NC(C(=O)O)c2ccccc2)cc1 (stereo not drawn) | -6% | 12% | -12% | 0% | 5% | 8% | 12% | 10%
18 | COCCN(C(=O)COC(=O)CCCOc1ccc(OC)cc1)c1c(N)n(Cc2ccccc2)c(=O)[nH]c1=O | 7% | 4% | 9% | 6% | 5% | 12% | i | 0%
19 | CC(=O)NC1(NC(C)=O)CCN(C)C(c2ccccc2)C1C (stereo not drawn) | 6% | 1% | 22% | 8% | 4% | -20% | i | -3%
20 | CN(CCO)S(=O)(=O)c1ccc2c(c1)C(=NNC(N)=O)c1cc(S(=O)(=O)N(C)CCO)ccc1-2 | -24% | 0% | 10% | 7% | -3% | -3% | -1% | 13%
21 | CCOC(=O)c1c(C)oc2cc(Sc3ccccc3)c(O)c(O)c12 | -14% | 1% | -6% | 2% | -11% | 15% | -52%[inhibitor] | -5%
22 | COCCCNC(=O)CCc1c(C)nc2c(-c3ccc(F)cc3)c(C)nn2c1C | -3% | 3% | 9% | 0% | 7% | -3% | i | 6%
23 | N#Cc1ccc(-c2ccc(OCC(=O)NCCCN3CCCC3=O)cc2)cc1 | 2% | 1% | 13µM* | -12% | 0% | -3% | i | 5%
24 | COc1cc(/C=N/NC(=O)C(=O)Nc2ccccn2)ccc1O | 11% | 4% | 16% | -4% | -11% | 18% | -16% | 0%
25 | O=C(Cn1ncc2c(=O)oc3ccccc3c21)N(Cc1ccco1)C1CCCCC1 | 11% | -9% | 4% | -2% | -1% | 9% | i | 4%
26 | Cc1ccc(-c2csc(Nc3ccc(S(N)(=O)=O)cc3)n2)o1 | -30% | -9% | -6% | 0% | 6% | 31% | -17% | 10%
27 | Cc1cccc(OCC(=O)NCC(=O)N/N=C/c2cc(Br)cc(Br)c2O)c1 | ? | -3% | -7% | 1% | -2% | 7% | -3% | 10%
28 | CCN1C(=O)[C@H]2[C@@H](c3ccc(C)cc3)N[C@]3(CCCN(Cc4ccc(C(F)(F)F)cc4)C3=O)[C@H]2C1=O | -13% | 1% | ? | 7% | -5% | 30% | -11% | 12%
29 | O=C(O)c1ccc(COc2ccccc2C=C2C(=O)c3ccccc3C2=O)cc1 | ? | 14% | -5% | 24% | -7% | 28% | -16% | 1%
30 | N#Cc1cccnc1Oc1ccccc1 | 3% | 3% | -2% | -3% | 8% | 12% | i | 7%

Ordered by the number under EPAC2 antag (falling): 3 of the compounds above
entry	SMILES	EPAC1 antag	EPAC2 antag	PTHR1 agonist	EPAC2 ag
13	CCCN(C(=O)COC(=O)CCC(=O)c1ccccc1)c1c(N)n(Cc2ccccc2)c(=O)[nH]c1=O	3%	14%	-17%	-2%
11	COc1cccc(N2CCN(C(=S)Nc3ccccc3OC)CC2)c1	-5%	9%	-2%	-2%
5	Cc1ccc(CNC(=S)NCc2ccncc2)cc1	6%	7%	i	-5%

The list continues:
no. | Compound | EPAC1 antag | EPAC2 antag | TDP-43 yeast inh | aSyn rescue | EPAC1 ag | FUS yeast rescue | PTHR1 agonist | EPAC2 ag
31 | O=C(NCCc1c[nH]c2ccccc12)C(F)(F)C(F)F | -8% | 6% | -1% | -1% | 0% | 32% | 2%[57.5 µM] | 3%
32 | CC1CN(CCOc2ccc(Cl)c(Cl)c2)CC(C)O1 (stereo not drawn) | 1% | 2% | -7% | 0% | -4% | 9% | -9% | -2%
33 | CCc1nccn1S(=O)(=O)c1ccc2ccccc2c1 | -11% | 8% | -12% | 4% | 0% | -8% | i | 0%[15.6 µM]
34 | COC(=O)C1=C(CSc2nnnn2C)NC(=O)NC1c1cc(C)ccc1C (stereo not drawn) | -6% | 7% | -6% | 1% | 10% | 18% | -2% | 12%
35 | COc1ccc(C(C)n2c(C)c3c(C)nnc(C)c3c2C)cc1 (stereo not drawn) | -1% | 0% | 10%&-24% | 1% | 7% | 12%&30% | -20%&-22% | 9%
36 | O=C(CSc1nnnn1-c1ccc2c(c1)OCCO2)N1CCc2ccccc21 | 1% | -2% | -14% | -14% | 9% | 0% | -16%[57.5 µM] | 6%
37 | Cc1cc(N2CCN(c3nc(-c4ccc([N+](=O)[O-])cc4)cs3)CC2)c2ccccc2n1 | 12% | 11% | -6% | -14% | -5% | 49% | i | 5%
38 | COC(=O)C(Cc1cnc(Cl)s1)(C(=O)OC)c1ccc(C(F)(F)F)cc1[N+](=O)[O-] | -2% | -10% | -3% | 7% | 7% | 27% | -3%[57.5 µM] | 8%
39 | Cn1c(SCC(=O)Nc2sccc2C#N)nnc1-c1ccccc1 | 0% | -5% | -4% | -5% | 3% | -2% | i | 4%
40 | O=C(N=Nc1c(O)[nH]c2ccc([N+](=O)[O-])cc12)c1cc(-c2ccccc2Cl)nc2ccccc12 | -26% | -8% | 24% | 2% | 8% | 6% | -25% | 1%
41 | O=C1OC2CC3CC1CC(O)(C3)C2 (stereo not drawn) | 1% | -2% | 10% | -6% | 8% | -30% | i | -4%
42 | Cc1ccc(N2CC(C(=O)Nc3cc(C)on3)CC2=O)cc1 (stereo not drawn) | -10% | -2% | -24% | 15% | 3% | -18% | -1%[57.5 µM] | 9%
43 | CCOC(=O)c1c(SCc2ccccc2)n[nH]c1N | -10% | -4% | 7% | 0% | 4% | -7% | -39%[inhibitor] | 9%
44 | O=C(CCN1CCc2ccccc2C(c2ccccc2)C1)c1ccc2c(c1)OCCO2 (stereo not drawn) | -17% | 11% | -94%[inhibitor] | -74%[inhibitor] | 7% | 9% | -12% | 13%
45 | CCOc1ccc2nc(NC(=O)c3ccc(OC)c(S(=O)(=O)N4CCOCC4)c3)sc2c1 | 1% | 9% | 12% | -1% | -2% | 8% | -9%[57.5 µM] | -6%
46 | CCOc1ccc(N(CC(=O)NCc2ccc(OC)cc2)S(C)(=O)=O)cc1 | 3% | -17% | 5% | 3% | -4% | -18% | i | -4%
47 | O=C(COc1ccc(Br)cc1)OCc1nnc(-c2ccccc2)o1 | -22% | -5% | -11% | 3% | 13% | 21% | i | 13%
48 | COCc1ccccc1Cn1cnc2c1c(=O)n(C)c(=O)n2C | 0% | -2% | -2% | -2% | 3% | ? | -15%[57.5 µM] | 7%
49 | CC1=CC(C)(C)Nc2cc(C)c(C)cc21 | 5% | 22% | -5% | -5% | 3% | ? | i | 12%
50 | O=S(=O)(Nc1ccc(-c2cn3c(n2)SCC3)cc1)c1cc(F)ccc1F | 2% | -2% | 19% | -5% | -2% | 23% | i | 5%

A second format for some results above:
Below each SMILES – EPAC1 antag	EPAC2 antag	TDP-43 yeast inh	aSyn rescue	EPAC1 ag	FUS yeast rescue	PTHR1 agonist	EPAC2 ag
(42) Cc1ccc(N2CC(C(=O)Nc3cc(C)on3)CC2=O)cc1 (stereo not drawn)
  -10%	-2%	-24%	15%	3%	-18%	-1%[57.5 µM]	9%
(41) O=C1OC2CC3CC1CC(O)(C3)C2 (stereo not drawn)
  1%	-2%	10%	-6%	8%	-30%	i	-4%
(47) O=C(COc1ccc(Br)cc1)OCc1nnc(-c2ccccc2)o1
  -22%	-5%	-11%	3%	13%	21%	i	13%
(36) O=C(CSc1nnnn1-c1ccc2c(c1)OCCO2)N1CCc2ccccc21
  1%	-2%	-14%	-14%	9%	0%	-16%[57.5 µM]	6%

Only part of the results is shown; rates above refer to the full screens.
